Screening data deposited in PubChem BioAssay by National Center for Advancing Translational Sciences (NCATS).
GLP1R ag – GLP-1 receptor (human) agonism; HEK293 GLP-1R CRE-luciferase, luminescence, 4-6 h; cells express a hypersensitive GLP-1R form; AID 624172; P43220; 380,000 compounds, 0.007% hits; Potency, µM (top dose mostly 45.6 µM), inactives show at the top dose activation, hits mostly activators; also: potency is read from the fitted curve at half-maximal effect; % of control where 0% means no effect
Akt phos inh – blocks phosphorylation of Akt. Neuro2A IGF-stimulated pAkt S473 HTRF, 20 min; active compounds read low. activity change, % for hits at 50 µM. 360,000 compounds, 0.32% hits. AID 651550; in the data active = activity change below about -80%; inconclusive = mostly about -51% to -80%; also: % is scaled to controls: 0 for no effect and ±100 for the full control effect
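Neuro2A cells in DMEM with 0.5% FBS, overnight at 37 deg C, given compound at single 50 µM final, then IGF (6 nM final) for 20 min at 37 deg C. Lysed; phospho-Akt Ser473 by HTRF after 24 h, 665/615 ratio.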
TDP-43 yeast inh – rescues yeast growth from TDP-43 toxicity; TDP-43 expressing yeast growth rescue, BacTiter-Glo, 24 h; Potency, µM (titrated, usually from 46.1 µM), without a hit: at the highest dose growth rescue (activation), hits mostly activators; 410,000 compounds, 1.8% hits; AID 652104; also: potency is read from the fitted curve at half-maximal effect; % of control where 0% means no effect; nearly all actives have a fitted effect of over 50% in size
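Cell-based yeast growth screen: TDP-43 expression induced in galactose, inoculum OD600=0.02 after raffinose pregrowth to mid-log. Read-out BacTiter-Glo luminescence at 24 hr, 30 deg C; inhibition of toxicity seen as signal increase.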
Abeta rescue – A-beta toxicity reversal in yeast; yeast expressing A-beta42, growth rescue, OD600, 48 h; response scale: 0% DMSO, 100% iron-clioquinol control; Potency, µM (top dose mostly 46.1 µM), for inactives: at the highest dose growth rescue, usual class: activators; 410,000 compounds, 0.063% hits; also: potency is read from the fitted curve at half-maximal effect; nearly all actives have a fitted effect of over 55% in size
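Yeast A-beta toxicity model in growth medium with pinned compounds, 48 h at 30 C; growth read as absorbance at 600 nm. Normalized to FeCl3/clioquinol equimolar mix (positive) and DMSO (negative).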
aSyn yeast inh – alpha-synuclein toxicity inhibition in yeast | Yeast expressing alpha-synuclein, growth rescue, BacTiter-Glo, 24 h | Potency, µM (top dose mostly 46.1 µM), without a hit: at the highest dose growth rescue (activation), usual class: activators | 370,000 compounds, 0.14% hits | AID 652106; also: potency is read from the fitted curve at half-maximal effect; % of control where 0% means no effect; nearly all actives have a fitted effect of over 65% in size
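Rescue of yeast growth: cells expressing toxic alpha-synuclein, induced in galactose at OD600 0.02, incubated with compound 24 h at 30 C. ATP luminescence quantified growth; inhibitors of toxicity appear as activators.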
GLP-1R inv ag – acts as inverse agonist at human GLP-1 receptor | HEK293 GLP-1R CRE-luciferase, luminescence, 24 h; GLP-1R form is constitutively active | Potency, µM (highest dose often 38.3 µM), for the others: top-dose activity change, negative = inhibition, hits mostly inhibitors | AID 624417 | 410,000 compounds, 1.6% hits | P43220; also: potency is read from the fitted curve at half-maximal effect; % is scaled to controls: 0 for no effect and ±100 for the full control effect; nearly all actives have a fitted effect of over 55% in size
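Cells are plated, allowed 12 hours at 37 deg C, then treated with compounds for 24 hr before luciferase detection reagent is added and luminescence is read after 12 min at room temperature. The HEK293 line carries constitutively active GLP-1R with a cAMP-responsive reporter.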
D3 antag – antagonists of human D3 dopamine receptor. P35462. D3R cells, DiscoveRx beta-arrestin luminescence, antagonist mode; active compounds read low. max response, negative = inhibition, %. 360,000 compounds, 2.5% hits; in the data active = max response below about -50%; inconclusive = no clear call, values can overlap the other calls; also: % is scaled to controls: 0 for no effect and ±100 for the full control effect; mostly tested at two doses, the higher about 12 µM
Target sequence (P35462 whole entry, looked up): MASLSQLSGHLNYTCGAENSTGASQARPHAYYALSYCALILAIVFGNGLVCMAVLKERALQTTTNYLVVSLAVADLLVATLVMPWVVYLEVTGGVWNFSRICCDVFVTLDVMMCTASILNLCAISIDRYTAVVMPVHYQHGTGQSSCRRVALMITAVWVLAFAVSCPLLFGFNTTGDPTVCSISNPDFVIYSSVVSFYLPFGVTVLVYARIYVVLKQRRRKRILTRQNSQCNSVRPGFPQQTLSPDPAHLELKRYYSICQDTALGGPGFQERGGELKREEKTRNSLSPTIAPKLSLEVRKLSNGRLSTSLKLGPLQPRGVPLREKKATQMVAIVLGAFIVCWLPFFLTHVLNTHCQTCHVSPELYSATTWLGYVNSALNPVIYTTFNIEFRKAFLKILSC
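Cells plated overnight at 1500 cells/well, then exposed to library compounds with dopamine controls for 90 minutes at 37 degrees C. DiscoveRx reagent added for 30–60 minutes at room temperature; luminescence read, quantitative HTS format.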
PTHR1 ag – agonists of human PTHR1 parathyroid hormone receptor; 410,000 compounds, 0.075% hits; Q03431; Potency, µM (doses to about 115 µM), for inactives: top-dose activation, usual class: activators; HEK293 GP2 PTHR1 cells, GloSensor cAMP luminescence, 1 h; AID 743266; also: potency is read from the fitted curve at half-maximal effect; nearly all actives have a fitted effect of over 55% in size; some results filed as inactive show a strong effect at the top dose; inactives centre near -15; many of its hits are not listed in these tables
Target sequence (Q03431 whole entry, looked up): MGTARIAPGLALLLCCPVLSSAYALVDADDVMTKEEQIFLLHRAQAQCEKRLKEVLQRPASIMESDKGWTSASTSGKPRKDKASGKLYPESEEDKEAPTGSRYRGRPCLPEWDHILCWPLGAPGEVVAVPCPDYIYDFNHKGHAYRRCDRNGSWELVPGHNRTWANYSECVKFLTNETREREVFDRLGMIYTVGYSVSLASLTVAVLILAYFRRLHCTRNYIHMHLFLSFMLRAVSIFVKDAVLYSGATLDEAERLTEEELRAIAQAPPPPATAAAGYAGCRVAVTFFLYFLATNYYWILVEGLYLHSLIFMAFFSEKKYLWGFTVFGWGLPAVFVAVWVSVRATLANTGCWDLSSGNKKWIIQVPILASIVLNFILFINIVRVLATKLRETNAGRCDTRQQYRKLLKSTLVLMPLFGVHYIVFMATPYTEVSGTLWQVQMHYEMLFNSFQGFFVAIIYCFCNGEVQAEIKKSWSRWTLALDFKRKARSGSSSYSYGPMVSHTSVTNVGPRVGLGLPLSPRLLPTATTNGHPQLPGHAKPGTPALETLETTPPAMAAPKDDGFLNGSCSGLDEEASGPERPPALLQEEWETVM
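HEK-293-derived GP2 cells expressing PTHR1 and a GloSensor cAMP reporter, 3,000/well, plated overnight, given luciferin plus IBMX (each 0.5 mM as added) for 1 h at 37 °C, then compound for 1 h at 37 °C. Luminescence was read after 15 min at room temperature.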
FUS suppressor – FUS proteinopathy suppression in yeast; S. cerevisiae FUS-expressing, growth rescue, OD600, 24 h; Potency, µM (series often up to 76.6 µM), inactives show at the top dose growth rescue (activation), most hits filed as activators; 390,000 compounds, 0.24% hits;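 also: potency is read from the fitted curve at half-maximal effect; plate controls were DMSO vehicle for no effect and reference control for full effect; nearly all actives have a fitted effect of over 55% in size; some results filed as inactive show a strong effect at the top dose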
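Cultures pregrown in 2.5% raffinose medium are shifted to minimal medium containing 2% galactose to express toxic FUS. Compounds are tested at several concentrations. After 24hr at 30C, growth is quantified at 600 nm absorbance.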
An asterisk follows results filed as active; i = inactive; ? = inconclusive; nt = not tested or not shown; [ ] = another dose, or the depositor's remark. Unless noted, calls follow the shape of the dose curve; as a rule, active = well fitted curve in the direction sought with a large enough effect; inconclusive = small, poorly fitted or top-dose-only effect, or another doubt; inactive = no such curve, though single readings can be large; an effect the other way counts as inactive or inconclusive. Only part of the results is shown. The share of hits here may be higher or lower than overall.

(1) O=C(NCCCl)C1Cc2c(ccc3ccccc23)O1 (stereo not given)
(2) Cc1ccc2ccccc2c1C(O)c1ncc(-c2cccc(F)c2)[nH]1 (stereo not given)
(3) COC(=O)c1cc(S(=O)(=O)N2CCN(c3ccc(C(C)=O)cc3)CC2)c[nH]1
(4) Cc1cccc(NC(=O)C2CCN(S(=O)(=O)c3ccc4[nH]c5c(c4c3)CCCCC5)CC2)c1
(5) Cc1c(C(C)C[C@H](C)O)oc(=O)c2c1Oc1c(C)c(C(C)C[C@H](C)O)oc(=O)c1C2 (stereo not given in full)
(6) Cc1c(Cl)cccc1NC(=O)CCOc1ccccc1

assay / compound	1	2	3	4	5	6
GLP1R ag	1%	1%	8%	nt	-3%	nt
Akt phos inh	i	i	i	nt	i	nt
TDP-43 yeast inh	?	16%	13%	-5%	7%	0%
Abeta rescue	-6%	-6%	8%	9%	3%	11%
aSyn yeast inh	-7%	0%	-1%	nt	2%	nt
GLP-1R inv ag	11%	?	56%[activator]	?	9%	-11%
D3 antag	7	21	-17	nt	26	nt
PTHR1 ag	i	i	-8%	-17%	-4%	i
FUS suppressor	-18%	-10%	1%	20%	7%	13%

(7) Cc1ccc(N(CC(=O)NCCc2ccccc2)S(=O)(=O)c2c(C)noc2C)cc1
(8) CCOC(=O)c1sc(NC(=O)c2ccc(CC)s2)nc1C
(9) Cc1nc2nc(C(F)(F)F)[nH]n2c(=O)c1Cc1ccccc1
(10) CCc1c(C)c2cc(Cl)c(O)c(CN3CCCC3)c2oc1=O
(11) OC1(c2cccnc2)CCN(Cc2nnnn2Cc2ccccc2)CC1
(12) COc1ccc(CC(=O)NCCc2ccc(S(N)(=O)=O)cc2)cc1

assay / compound	7	8	9	10	11	12
GLP1R ag	-5%	-7%	nt	5%	0%	1%
Akt phos inh	i	i	nt	i	i	i
TDP-43 yeast inh	-10%	17%	7%	-5%	12%[9.22 µM]	0%
Abeta rescue	15%	-5%	-9%	5%	13%	14%
aSyn yeast inh	-11%	?	nt	0%	0%	0%
GLP-1R inv ag	0%	5%	7%	31%[activator]	-12%	18%
D3 antag	-6	-11	nt	7	4	-6
PTHR1 ag	0%	-7%[57.5 µM]	-11%	i	i	i
FUS suppressor	-11%	16%	-5%	27%	-5%	nt

(13) COc1cc(NC2c3ccccc3C(=O)N2c2cc(C)ccn2)cc(OC)c1OC (stereo not given)
(14) COc1ccc(CNC(=O)CCn2c(C)csc2=O)cc1
(15) NC(=O)C1CCN(C(=O)NC2CC(=O)N(c3ccc4c(c3)OCCO4)C2)CC1 (stereo not given)
(16) Cc1cc(C)n2nc(-c3cccnc3)nc2n1
(17) CC(C)=CC(=O)OCC(=O)Nc1cc([N+](=O)[O-])ccc1F
(18) COc1ccc(C2CC(c3ccc(Cl)c(Cl)c3)Nc3nc(N)nn32)cc1 (stereo not given)

assay / compound	13	14	15	16	17	18
GLP1R ag	4%	-5%	6%	-2%	-8%	0%
Akt phos inh	i	i	i	i	i	i
TDP-43 yeast inh	0%	19%	-12%	26%	8%	13%
Abeta rescue	6%	12%	-14%	5%[9.22 µM]	6%	2%
aSyn yeast inh	-5%	0%	-10%	3%	-3%	-3%
GLP-1R inv ag	10%	27%	-11%	18%	1%	-5%
D3 antag	-5	5	?	4	2	-14
PTHR1 ag	i	-16%	i	i	-2%	-18%
FUS suppressor	-21%	3%	6%	-58%	nt	3%

(19) O=C(COc1ccc(S(=O)(=O)NC2CCCCC2)cc1)Nc1ccc(C(F)(F)F)cc1
(20) CCN(CC)c1ccc(NC2CC(=O)N(CCc3ccc(OC)cc3)C2=O)cc1 (stereo not given)
(21) COc1ccc([C@@H]2C=C(C(=O)O)O[C@H](OCCCCO)C2)cc1
(22) Cc1ccc(N/C=C/C(=O)C(C)(C)C)c(O)c1
(23) CCOc1ccc(N(C)S(=O)(=O)c2ccc3[nH]cc(C(=O)NCCOC)c(=O)c3c2)cc1
(24) CC(=O)c1cccc(N(CC(=O)NC2CCCCC2)C(=O)Cn2nnc(-c3ccccc3)n2)c1

assay / compound	19	20	21	22	23	24
GLP1R ag	nt	1%	-3%	1%	-5%	10%
Akt phos inh	nt	i	i	i	i	i
TDP-43 yeast inh	8%	2%	18%	-4%	13%	-4%
Abeta rescue	-9%	12%	2%	3%	7%	1%
aSyn yeast inh	nt	-1%	0%	3%	3%	-1%
GLP-1R inv ag	?	-10%	5%	0%	13%	8%
D3 antag	nt	1	-12	5	28	-8
PTHR1 ag	-26%	0%	i	-24%	i	-18%
FUS suppressor	-3%	22%	-25%	-7%	24%	-6%

(25) Cc1ccc(NS(=O)(=O)c2ccc(-n3cccn3)cc2)nc1
(26) C#CCOC(=O)Nc1cnccc1C(F)(F)F
(27) CC(C)(C)NC(=O)CN1CCCN(C(=O)c2cccc(S(=O)(=O)N3CCc4ccccc43)c2)CC1
(28) O=C(CN1CCN(Cc2ccccc2)CC1)N1CCCc2ccccc21
(29) CC1CCN(C(=O)CN2c3ccc(Br)cc3-c3ccccc3S2(=O)=O)CC1
(30) Cc1cccc(C)c1NC(=O)C1(C)CN(S(C)(=O)=O)CC(=O)N1Cc1cccc(F)c1 (stereo not given)

assay / compound	25	26	27	28	29	30
GLP1R ag	-1%	11%	11%	4%	nt	nt
Akt phos inh	nt	i	i	i	nt	i
TDP-43 yeast inh	16%	-11%	8%	5%	-12%	9%
Abeta rescue	7%	15%	-3%	-15%	-2%	0%
aSyn yeast inh	0%	-2%	6%[1.84 µM]	-7%	nt	0%
GLP-1R inv ag	-3%	0%	0%	-18%	?	2%
D3 antag	11	8	-12	-51*	nt	1
PTHR1 ag	-6%	i	-13%	-15%	-43%[inhibitor]	-1%
FUS suppressor	5%	-5%	16%	-3%	24%	-5%

Three entries from above, ordered by formula weight, smallest number first.
(25) Cc1ccc(NS(=O)(=O)c2ccc(-n3cccn3)cc2)nc1
(30) Cc1cccc(C)c1NC(=O)C1(C)CN(S(C)(=O)=O)CC(=O)N1Cc1cccc(F)c1 (stereo not given)
(27) CC(C)(C)NC(=O)CN1CCCN(C(=O)c2cccc(S(=O)(=O)N3CCc4ccccc43)c2)CC1

assay / compound	25	30	27
GLP1R ag	-1%	nt	11%
Akt phos inh	nt	i	i
TDP-43 yeast inh	16%	9%	8%
Abeta rescue	7%	0%	-3%
aSyn yeast inh	0%	0%	6%[1.84 µM]
GLP-1R inv ag	-3%	2%	0%
D3 antag	11	1	-12
PTHR1 ag	-6%	-1%	-13%
FUS suppressor	5%	-5%	16%

Continued.
(31) O=C(N/N=C/c1ccccc1)c1ccc(OCc2ccccc2)cc1
(32) Cc1cc(C)c(C)c(C(=O)C(=O)c2ccccc2)c1
(33) CC1=C(C(=O)N2CCCCCC2)CC(CC(=O)NCc2cccs2)C(=O)N1Cc1ccccc1 (stereo not given)
(34) Cc1cccc(C)c1-n1nnnc1SCC(=O)N1CCNC1=O
(35) NS(=O)(=O)c1cccc(NC(=O)c2cccc(N3C(=O)c4ccccc4C3=O)c2)c1
(36) O=C(N/N=C/c1ccncc1)c1cc([N+](=O)[O-])cc([N+](=O)[O-])c1O

assay / compound	31	32	33	34	35	36
GLP1R ag	7%	-12%	-3%	17%	0%	1%
Akt phos inh	i	i	i	i	i	i
TDP-43 yeast inh	14%	14%	0%	15%	-5%	3%
Abeta rescue	-11%	9%	8%	16%	-15%	3%
aSyn yeast inh	-4%	5%	5%	7%	-11%	-11%
GLP-1R inv ag	-11%	7%	6%	0%	0%	-14%
D3 antag	-3	8	19	18	9	-11
PTHR1 ag	-12%	-3%	-32%[inhibitor]	i	-38%[inhibitor]	i
FUS suppressor	-26%	nt	8%	-8%	nt	36%

(37) Cc1ccccc1S(=O)(=O)NC(=O)C1(C)CCN1C(=O)CCc1ccccc1 (stereo not given)
(38) O=C(C1CCN(S(=O)(=O)N2CCCC2)CC1)N1CCCCC1
(39) O=C1ON=C(c2ccc(Cl)c([N+](=O)[O-])c2)/C1=C/c1cccc([N+](=O)[O-])c1O
(40) CCn1c(SCC(=O)Nc2cccnc2Cl)nnc1-c1ccccc1
(41) CCOc1ccccc1NC(=O)Nc1ccc(OC)nc1
(42) COc1ccc2nc(NCCO)[nH]c2c1

assay / compound	37	38	39	40	41	42
GLP1R ag	-7%	-2%	2%	-8%	5%	5%
Akt phos inh	i	i	i	i	i	i
TDP-43 yeast inh	7%	-19%	8%	16%	?	-8%
Abeta rescue	-14%	7%	-1%	12%	3%	8%
aSyn yeast inh	3%	-7%	-1%[1.84 µM]	11%	1%	-1%
GLP-1R inv ag	11%	0%	0%	17%	-29%	9%
D3 antag	14	8	-8	2	6	3
PTHR1 ag	-11%	-22%	i	i	i	i
FUS suppressor	3%	2%	-8%	nt	12%	-22%

(43) COCCNC(=O)CCCn1c(=O)c2cc(OC)c(OC)cc2n(CC(=O)c2cccc(OC)c2)c1=O
(44) CSc1nc(-c2ccc(C)cc2)[nH]c1S(=O)(=O)c1ccccc1
(45) CCC(C)NC(=O)COc1ccc(Br)c(C)c1 (stereo not given)
(46) CCOC(=O)c1ccc(Nc2nc(C)cc(C)c2C#N)cc1

assay / compound	43	44	45	46
GLP1R ag	3%	2%	-7%	-4%
Akt phos inh	i	-106%*	i	i
TDP-43 yeast inh	-12%	-16%	0%	0%
Abeta rescue	2%	3%	0%	0%
aSyn yeast inh	-6%	13%	-14%	5%
GLP-1R inv ag	-1%	?	0%	5%
D3 antag	-16	?	19	15
PTHR1 ag	-23%	i	-15%[57.5 µM]	i
FUS suppressor	16%	32%	28%	-3%
